# PriA SSB inh = inhibitors of Klebsiella pneumoniae PriA binding to SSB C-terminal tail; AlphaScreen SSBct-PriA binding, biotinylated peptide; inhibition, % at 33 µM; 0.6% of 430,000 active; AID 1272365; in the data active = inhibition mostly above about 37%, no sharp cut-off; inactive = mostly below about 20%;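 also: plate controls were negative control peptide for no effect and reference peptide for full effect; strong numbers were not always called active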
# BoNT A protease = BoNT A light chain protease inhibition. multiplex microsphere protease substrate cleavage, flow cytometry. inhibition, % at 10 µM. 0.17% of 360,000 active; also: plate controls were buffer without enzyme for full effect and enzyme alone for no effect
# MazF activator = MazEF (E. coli) toxin RNase activation | AID 504720 | 0.32% of 350,000 active | activation, % at 20 µM | FAM/BHQ RNA-DNA oligo cleavage fluorescence, 5 h; in the data active = activation above about 50%
# BoNT-F LC inh = BoNT F light chain protease inhibition; Multiplex microsphere protease cleavage assay, flow cytometry; inhibition, % at 10 µM; 0.22% of 360,000 active; in the data active = inhibition above about 35%, passing the limit was not always enough; inconclusive = no clear call, values can overlap the other calls; also: plate controls were buffer without enzyme for full effect and enzyme alone for no effect
# VHR inh abs = blocks human VHR1 dual specificity phosphatase. P51452. recombinant VHR phosphatase, pNPP absorbance. inhibition, % at 13.3 µM. 0.52% of 290,000 active; in the data active = inhibition above about 50%; also: some compounds called inactive have numbers as strong as hits
# Target sequence (P51452 whole entry, looked up): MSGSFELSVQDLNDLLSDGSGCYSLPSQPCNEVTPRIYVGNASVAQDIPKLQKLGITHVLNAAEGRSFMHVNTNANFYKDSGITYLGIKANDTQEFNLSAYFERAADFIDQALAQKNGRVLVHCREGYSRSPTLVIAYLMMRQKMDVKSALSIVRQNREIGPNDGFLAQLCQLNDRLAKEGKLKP
# Rv3671c inh = Rv3671c (M. tuberculosis) protease inhibition; 0.048% of 320,000 active; P9WHR9; inhibition, % at 5.96 µM; AID 2606; in the data active = inhibition above about 38%;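 also: extracellular domain of Rv3671c used as enzyme; 0% = enzyme with DMSO and 100% = no enzyme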
# PrPC TRFRET = inhibitors of human cell surface prion protein PrPC | TR-FRET read-out | inhibition, % at 13.8 µM | 0.43% of 370,000 active | AID 720596; in the data active = inhibition above about 24%; also: 0% = median of the test wells and 100% = reference compound wells
# Anthrax LF inh2 = blocks Bacillus anthracis lethal factor protease; P15917; 0.12% of 360,000 active; multiplex microsphere protease cleavage assay, LF; inhibition, % at 10 µM; also: plate controls were buffer without enzyme for full effect and enzyme alone for no effect
# Target sequence (P15917 whole entry, looked up): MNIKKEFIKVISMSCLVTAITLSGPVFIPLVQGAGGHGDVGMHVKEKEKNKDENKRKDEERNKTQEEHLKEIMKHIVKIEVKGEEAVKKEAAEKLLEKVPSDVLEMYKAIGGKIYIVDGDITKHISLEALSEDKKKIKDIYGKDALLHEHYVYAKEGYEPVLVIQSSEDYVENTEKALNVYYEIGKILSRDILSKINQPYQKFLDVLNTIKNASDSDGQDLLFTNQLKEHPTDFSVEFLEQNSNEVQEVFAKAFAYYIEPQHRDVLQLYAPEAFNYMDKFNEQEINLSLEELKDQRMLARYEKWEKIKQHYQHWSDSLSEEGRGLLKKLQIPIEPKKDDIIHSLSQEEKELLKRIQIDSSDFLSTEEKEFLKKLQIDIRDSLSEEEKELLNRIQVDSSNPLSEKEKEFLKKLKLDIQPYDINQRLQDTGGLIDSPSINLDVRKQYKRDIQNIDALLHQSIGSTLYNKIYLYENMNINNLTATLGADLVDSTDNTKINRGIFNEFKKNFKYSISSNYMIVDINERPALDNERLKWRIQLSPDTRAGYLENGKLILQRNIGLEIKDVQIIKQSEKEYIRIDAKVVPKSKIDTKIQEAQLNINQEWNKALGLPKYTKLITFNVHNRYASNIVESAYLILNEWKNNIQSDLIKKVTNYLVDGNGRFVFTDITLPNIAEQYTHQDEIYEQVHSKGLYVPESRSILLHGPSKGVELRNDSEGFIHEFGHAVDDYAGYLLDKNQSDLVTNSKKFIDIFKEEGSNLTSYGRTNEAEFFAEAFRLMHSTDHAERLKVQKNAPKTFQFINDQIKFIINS
# CCHFV vOTU inh = CCHFV vOTU protease inhibition | 0.55% of 370,000 active | Pep-AMC fluorescence | inhibition, % at 11.5 µM; in the data active = inhibition above about 30%; also: 0% = vehicle wells with enzyme and 100% = no enzyme wells
# SARS 3CLpro inh = SARS-CoV 3CLpro protease inhibition; P0C6X7; inhibition, % at 6 µM; 0.14% of 290,000 active; AID 1706; recombinant SARS-CoV 3CLpro, quenched FRET peptide cleavage; in the data active = inhibition above about 12%
# An asterisk follows results filed as active; ? = inconclusive; · = not tested or not shown; & = joins results of further samples. Rule as the data show it, unless noted: active = inhibition above about 30%; inconclusive = no clear call, values can overlap the other calls; inactive = below that.
Compound	MazF activator	PriA SSB inh	CCHFV vOTU inh	BoNT A protease	Anthrax LF inh2	SARS 3CLpro inh	Rv3671c inh	VHR inh abs	BoNT-F LC inh	PrPC TRFRET
C[C@@H]1CN([C@@H](C)CO)C(=O)c2cc(NC(=O)C3CC3)ccc2O[C@H]1CN(C)C	-11	-10	-8	-0.1	-8	·	3	·	4	1
O=C(COC(=O)c1ccc(Br)c(S(=O)(=O)N2CCOCC2)c1)NC1CC1	2	-3	-6	0.4	-7	·	-3	·	-7	5
CN(C)CCNC(=O)C(=O)Nc1cc2c3c(c1)CCN3C(=O)CC2	4	-9	-12	-1.3	0	5	-3	2	-2	-1
Cc1ccc(NC(=O)CSc2nnc(Cn3cnc4ccccc43)o2)cc1	0	-3	-3	-0.1	-3	-4	5	19	-5	-4
O=C(NCc1ccccc1F)C1CCCN1S(=O)(=O)c1ccc(Cl)cc1 (centres undefined)	5	-21	-1	4.2	-5	-4	-17	20	-8	7
CC(C)(C)NC(=O)C(=O)N/N=C/c1cccs1	7	·	-6	-0.1	-9	5	1	45	4	5
CC(=O)NC(c1cccc(F)c1)c1nc(-c2ccc(C)c(C)c2)cs1 (centres undefined)	·	·	15	-0.6	-4	·	·	·	0	-1
CCOc1ccc(-c2c(C(=O)N/N=C/c3cccs3)nnn2-c2nonc2N)cc1	2	·	8	2.1	-4	7	4	12	1	2
Cc1cc(C)c2c(CC(=O)O)coc2c1	-4	-5&-15	8	0.3	-4	-1	-2	2	9	-1
COCC1CCN(C(=O)C2CCC(=O)N(CC3CCCCC3)C2)CC1 (centres undefined)	10	2	-4	-0.7	2	4	6	6	0	1
N#Cc1nc(COc2ccc(Cl)cc2Cl)oc1N1CCN(c2ccccc2)CC1	0	13	0	-20	-81	5	-3	20	-139	0
CCC1CN(C(=O)N2CCC(C(=O)Nc3ccccc3F)CC2)c2ccccc2O1 (centres undefined)	7	-4	-7	0.0	0	-4	-4	6	-4	0
COC(CNC(=O)c1ccc2c(c1)nc(C)n2-c1ccc(F)c(F)c1)OC	5	-5	-10	1.2	-2	0	5	18	5	-6
CCC(c1nnnn1-c1ccc2c(c1)OCCO2)N1CCN(CC)CC1 (centres undefined)	·	·	17	-0.2	-6	·	·	·	-2	6
N#C/C(=C/Nc1ccccc1C(=O)O)C(N)=O	6	-12	13	0.7	-4	6	0	12	3	7
CCOc1ccc2nc(NS(=O)(=O)c3ccc4c(c3)n(C)c(=O)n4C)sc2c1	3	6	6	-0.4	2	-2	0	7	7	-4
Cc1nc2cc3nc(C)sc3cc2s1	12	-5	-2	-2.1	-9	1	-4	7	-30	14
C=CCN1C(=S)N[C@@H]2CS(=O)(=O)C[C@@H]21	-2	-3	-6	0.7	3	6	1	22	6	-2
Cc1nn(Cc2c(Cl)cccc2Cl)c(Cl)c1/C=C/C(=O)OCC(=O)NCC(F)(F)F	-19	-8	6	0.1	3	0	-13	6	0	3
O=C(NC1CCCC1)C(c1ccco1)N(C(=O)c1ccco1)c1ccccc1 (centres undefined)	-11	-6	-6	-0.1	1	-3	-12	35	-2	5
CCCCCNC(=O)N[C@H](C(=O)O)C(C)C	3	10	-3	0.1	-4	5	-2	-11	-10	-3
COc1ccc(N=Nc2cnc(C)nc2-c2ccccc2)cc1	-5	53	20	0.3	-1	3	1	13	-13	-3
CCc1cccc(NC(=O)CCCN2C(=O)C(c3ccccc3)Oc3cccnc32)c1 (centres undefined)	0	4	5	-2.7	-2	4	-10	-9	-5	11
O=C(C[C@@H]1C/C=C\C[C@H](NC(=O)OCC2c3ccccc3-c3ccccc32)C(=O)OC[C@@H]2CCCN2C1=O)NCCO	6	·	-1	-0.4	1	·	6	·	3	-1
CCOC(=O)c1cc2c3ccccc3n(CC)c2nc1N	-23	-7	-2	0.0	-3	-4	0	2	-10	5
CCC(=O)Nc1cc(=O)[nH]c2ncnn12	7	-7	19	0.4	-2	-4	1	21	-1	1
COc1cc(Cl)c(C)cc1NC(C)C(=O)Nc1cc(C(F)(F)F)ccc1N1CCOCC1 (centres undefined)	-3	-9	14	0.0	-1	-5	4	-6	-2	-7
Cn1nc(C(=O)Nc2ccc(Br)cc2)cc1C(=O)Nc1ccc(Br)cc1	-3	-11	2	-1.5	23	-8	-6	5	18	10
CCOc1ccc(CCN2C(=O)c3ccc(C(=O)O)cc3C2=O)cc1OCC	7	0	-14	-4.2	9	-1	5	-8	?	-11
COc1ccc(OC)c(NC(=O)c2cc(S(=O)(=O)N(C)C)ccc2N2CCCC2)c1	7	5	16	-2.9	1	·	5	·	-1	-8
CCN1CCN(C/C(C)=C/c2ccccc2)CC1	-2	-8	-4	0.7	8	2	·	-12	?	6
CN(CCc1ccccn1)C(=O)c1cccnc1Oc1ccc(Cl)cc1	-1	2	-11	-1.9	-1	-2	-2	27	?	-2
COc1ccc(-c2nnn(CC(=O)N(Cc3ccccc3Cl)C(C(=O)NCC3CCCO3)c3ccco3)n2)cc1 (centres undefined)	-7	-3	-7	1.7	0	4	-9	30	2	1
COc1cc(-c2cc(C(=O)NCc3ccco3)c3ccccc3n2)cc(OC)c1OC	-1	2	5	-1.6	1	4	3	6	5	-4
O=C(O)c1cccc2c1Oc1ccccc1S2(=O)=O	4	-12	-10	0.2	-2	·	·	·	-2	7
O=C(CCCn1c(SCc2cc(=O)n3cc(Cl)ccc3n2)nc2ccccc2c1=O)NCC1CCCO1 (centres undefined)	9	-9	-2	2.4	-1	1	4	26	2	0
COc1cc(-c2ccc(=O)[nH]n2)ccc1OC(F)F	0	-2	-2	0.6	4	-2	-4	30	3	12
CCOc1cc2c(cc1OCC)-n1cccc1C(c1ccccc1OC)NC2 (centres undefined)	11	6	-5	-2.3	14	-10	-3	18	-42	0
CC(C)(C)SCCNC(=O)c1ccc(CN2CCc3ccccc3C2)cc1	-3	7	-2	-4.0	-2	5	1	-16	8	6
CC[C@@]12C(=O)N(c3ccc(C)cc3)C(=O)N1[C@H](c1ccc(OC)cc1)[C@@H]1C(=O)N(C(C)(C)C)C(=O)[C@@H]12	6	9	9	-0.3	6	-2	-3	13	0	-1
COc1ccc(NC(=O)C2CCCN2S(=O)(=O)c2ccc3c(c2)C(C)(C)C(=O)N3C)cc1 (centres undefined)	·	·	-2	-0.6	-2	·	·	·	-5	-6
N#Cc1ccc(NC(=O)COC(=O)CNC(=O)C2CCCCC2)cc1	3	-5	16	0.1	0	0	-1	-16	4	-3
COc1ccc(N(C(=O)c2cc3ccccc3oc2=O)C2C=CS(=O)(=O)C2)cc1 (centres undefined)	-7	-5	12	0.1	-3	0	1	15	-4	5
O=C(CC1CCCCC1)N=C1SC2CS(=O)(=O)CC2N1c1ccccc1 (centres undefined)	3	-11	-2	-0.1	3	-2	-12	11	-2	5
Cc1cccc(OC(C)C(=O)Nc2ccc(N3CCCCC3)cc2)c1 (centres undefined)	-1	-1	4	?	?	·	9	·	?	5
CCOC(=O)c1ccc(CN2C(=O)c3ccccc3S2(=O)=O)cc1	2	-33	-4	?	-8	0	-1	-8	?	6
C=C(C)COc1ccc(-c2nc(N)nc(C)c2Oc2ccccc2OC)c(O)c1	-6	6&15	18	0.0	-2	-5	-3	25	-8	-1
O=c1[nH]cnc2c1sc1nc(C(F)F)cc(-c3ccccc3)c12	-16	2	0	-0.5	-9	·	-8	·	-4	1
O=C(CSc1nnc2c(Cl)cc(Cl)cn12)N1CCN(c2ccc(F)cc2)CC1	-2	4	4	-0.2	-1	6	-7	14	-3	-4
C=CCn1c(O)c(N=NC(=O)c2ccccc2NS(=O)(=O)c2cccs2)c2ccccc21	-2	-3	-7	-0.2	0	3	-8	0	3	-1

# Additional results
Compound	MazF activator	PriA SSB inh	CCHFV vOTU inh	BoNT A protease	Anthrax LF inh2	SARS 3CLpro inh	Rv3671c inh	VHR inh abs	BoNT-F LC inh	PrPC TRFRET
O=C(c1ccc(C(F)(F)F)cc1)C1CCCN(C(=O)CCc2ccncc2)C1 (centres undefined)	0	9	6	-1.0	3	2	-12	20	0	7
CCOC(=O)c1ccccc1NS(=O)(=O)c1ccc(OCC)cc1	-3	-42	-13	-0.4	-5	-1	-5	0	-11	12
O=C(NC1CCCc2ccccc21)C1CCCN(S(=O)(=O)c2cnc[nH]2)C1 (centres undefined)	2	2	1	-0.3	-6	-2	-4	29	-5	8
CSc1ccc(/C=c2\s/c(=C\C(=O)C(C)(C)C)n(CC(=O)NCCC3=CCCCC3)c2=O)cc1	-24	·	13	8.8	5	-5	-27	16	5	-3
COc1cc(C(=O)NCC(=O)NC(C)c2ccc(-n3ccnc3)cc2)cc(OC)c1OC (centres undefined)	-3	-18	5	1.4	1	·	7	·	-1	-1
CN(CC(=O)NCCN1CCN(c2ccccc2)CC1)S(=O)(=O)c1ccc2c(c1)CCC(=O)N2	2	-21	-3	0.8	-4	0	-4	25	0	-16
CCN1C[C@]2(COC)CC[C@H](O)[C@@]34C5C[C@@H]6[C@@H](OC)C[C@@](O)(C5[C@H]6O)[C@](O)([C@@H](OC)C23)[C@@H]14 (some centres undefined)	9	-15	-4	-0.4	-7	·	10	·	-4	0
CCN(C(=O)CSc1nnc(SC(C)C)s1)C1CCS(=O)(=O)C1 (centres undefined)	3	-18	37*	0.4	7	·	7	·	6	5
CCOC(=O)c1cc(C(=O)c2cccs2)n2ccc(C(C)=O)cc12	5	-13	-6	35*	28	1	-9	21	7	8
O=C(NCc1ccco1)C1CC(=O)N(CCc2ccccc2)C1 (centres undefined)	-1	13	-4	0.0	-4	-2	1	0	-7	-5

# 5 entries picked at random from those above, as already listed:
Compound	MazF activator	PriA SSB inh	CCHFV vOTU inh	BoNT A protease	Anthrax LF inh2	SARS 3CLpro inh	Rv3671c inh	VHR inh abs	BoNT-F LC inh	PrPC TRFRET
CSc1ccc(/C=c2\s/c(=C\C(=O)C(C)(C)C)n(CC(=O)NCCC3=CCCCC3)c2=O)cc1	-24	·	13	8.8	5	-5	-27	16	5	-3
CCOC(=O)c1cc(C(=O)c2cccs2)n2ccc(C(C)=O)cc12	5	-13	-6	35*	28	1	-9	21	7	8
CCOC(=O)c1ccccc1NS(=O)(=O)c1ccc(OCC)cc1	-3	-42	-13	-0.4	-5	-1	-5	0	-11	12
CCN(C(=O)CSc1nnc(SC(C)C)s1)C1CCS(=O)(=O)C1 (centres undefined)	3	-18	37*	0.4	7	·	7	·	6	5
CN(CC(=O)NCCN1CCN(c2ccccc2)CC1)S(=O)(=O)c1ccc2c(c1)CCC(=O)N2	2	-21	-3	0.8	-4	0	-4	25	0	-16

# Additional compounds follow:
Compound	MazF activator	PriA SSB inh	CCHFV vOTU inh	BoNT A protease	Anthrax LF inh2	SARS 3CLpro inh	Rv3671c inh	VHR inh abs	BoNT-F LC inh	PrPC TRFRET
CC(C)N(C)C(=O)C(=O)c1cccn1-c1cccc(Cl)c1C#N	-6	0	1	-0.4	-1	0	-4	2	-1	-4
CSc1ccc(C(C(C(=O)c2cccs2)N2CCOCC2)N2CCOCC2)cc1 (centres undefined)	0	-10&-15	2	3.0	1	3	3	2	13	4
O=C(Cn1nc(-c2ccc(Cl)cc2)ccc1=O)NCCN1CCOCC1	-14	1	1	-1.3	-2	-5	3	34	-2	-11
Cc1c(-c2csc(N)n2)c2ccccc2n1C	-19	-3	5	12	-2	2	8	-5	-58	4
CS(=O)(=O)n1nc(-c2ccco2)nc1N	3	-14	5	-1.0	-1	3	-5	18	-1	4
O=c1cc(N2CCCCCC2)[nH]c(=O)n1-c1ccc(Cl)cc1	7	2	-4	-1.1	2	2	-4	16	-6	10
COc1ccc(OC)c(C2=NOC(C(=O)Nc3ccc4c(c3)OCCO4)C2)c1 (centres undefined)	6	-8	-11	0.6	-8	0	1	9	25	4
S=c1[nH]cc(-c2ccccc2)[nH]1	0	-10	-8	-0.3	-3	2	5	7	2	1
CN(C)/C=C1/Nc2ccccc2C1=O	5	-10	7	-0.5	0	0	0	20	-6	-9
CCC(=NN=C(CC)c1ccccc1O)c1ccccc1O	7	-20	6	1.8	4	·	·	·	1	8

# Only part of the results is shown; the hit share may differ from the screen's.
